# Compound activity from PubChem.
# TSHR antagonist = Antagonists of the Thyroid Stimulating Hormone Receptor: HTS campaign | TSHR-expressing cells, TSH-stimulated cAMP HTRF, 2 h; hits give low values | Thyrotropin receptor (Homo sapiens), P16473 | AID 504810, 2011 | activity change, negative = inhibition, % at 11.5 µM | 330,000 compounds, 0.2% hits;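 active means activity change below a set negative limit, meaning inhibition stronger than a set level, cut at about -70% in these data; inconclusive means activity change between two set negative limits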; further: on the % scale 0 is the no-effect control and ±100 the full control effect
#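 Cell-based HTRF cAMP assay; TSHR cells + compound, TSH EC80 (4nM final), 2 h, 37 deg C. Lysis with anti-cAMP cryptate and cAMP-d2, 30 min RT, read 665/620 nm.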
# B2AR arrestin = qHTS assay of beta-arrestin-biased ligands of beta2-adrenergic receptor; 330,000 compounds, 0.02% hits; AID 492947, 2010; beta-arrestin recruitment to beta2AR, cell-based reporter; Potency, µM (titrated, usually from 46.1 µM), without a hit: top-dose activation, most hits filed as activators;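 further: potency means the concentration at half of the fitted maximal effect; 0% = DMSO controls and full agonism = EC100 isoproterenol or metaproterenol; nearly all actives have a fitted effect of over 65% in size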
# Target sequence (P07550 whole entry, looked up): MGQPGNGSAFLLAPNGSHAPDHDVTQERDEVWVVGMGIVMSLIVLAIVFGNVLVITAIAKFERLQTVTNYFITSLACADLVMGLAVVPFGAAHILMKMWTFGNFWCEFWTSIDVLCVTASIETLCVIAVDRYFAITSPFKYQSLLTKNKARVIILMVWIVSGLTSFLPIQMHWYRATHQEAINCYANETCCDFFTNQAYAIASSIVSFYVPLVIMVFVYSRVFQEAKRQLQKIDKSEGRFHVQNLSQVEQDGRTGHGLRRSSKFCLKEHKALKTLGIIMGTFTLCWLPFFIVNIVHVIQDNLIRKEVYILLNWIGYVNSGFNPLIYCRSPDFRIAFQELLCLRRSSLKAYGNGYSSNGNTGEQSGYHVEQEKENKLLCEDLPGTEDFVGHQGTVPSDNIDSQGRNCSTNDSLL
# uPA surface inh = qHTS for Inhibitors of Cell Surface uPA Generation. cell surface uPA generation assay, qHTS. AID 540303, 2011. 330,000 compounds, 0.31% hits. Potency, µM (top dose mostly 38.3 µM), for inactives: top-dose activity change, negative = inhibition, usual class: inhibitors; active means well fitted inhibition curve with a large enough effect; inconclusive means small, poorly fitted or top-dose-only effect; inactive means no such curve, though single readings can be large or run the other way; tested in mouse RAW 264.7 cells; further: potency means the concentration at half of the fitted maximal effect; on the % scale 0 is the no-effect control and ±100 the full control effect; nearly all actives have a fitted effect of over 55% in size
# TSG101-PTAP inh = qHTS Assay for Iinhibitors of HIV-1 Budding by Blocking the Interaction of PTAP/TSG101 | Tumor susceptibility gene 101 protein (Homo sapiens), Q99816 | Fluorescence polarization, FITC-PTAP peptide / Tsg101 binding | Potency, µM (series often up to 115 µM), for the others: top-dose activity change, negative = inhibition, hits mostly inhibitors | 340,000 tested, under 10 active | AID 493005, 2010; active means well fitted inhibition curve with a large enough effect in the main read-out, with a control signal flat, not every such curve was filed as active; inconclusive means small, poorly fitted or top-dose-only effect, or effect the other way, or a change in a side signal; inactive means no such curve, though single readings can be large or run the other way; further: potency means the concentration at half of the fitted maximal effect; % of control where 0% means no effect
#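 Fluorescence polarization binding of Tsg101 binding domain (10 uM final) to FITC-labeled PTAP peptide (50 nM final) in HEPES pH 7.5 buffer with NaCl, Tween 20, EDTA, TCEP. Compounds added before peptide; binding 20 min at RT.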
# ELG1 DNA repair = qHTS screen for small molecules that inhibit ELG1-dependent DNA repair in human embryonic kidney (HEK293T) cells expressing luciferase-tagged ELG1; HEK293T ELG1-luciferase reporter, luminescence, 16 h; DNA damage induced by 5-fluorouridine; Potency, µM (titrated, usually from 46.1 µM), inactives show at the highest dose activity change, negative = inhibition, most hits filed as inhibitors; 330,000 compounds, 2.3% hits; AID 504467, 2011; further: potency means the concentration at half of the fitted maximal effect; on the % scale 0 is the no-effect control and ±100 the full control effect; nearly all actives have a fitted effect of over 55% in size
#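 Step one: seed 2,000 cells per well. Step two: pin-transfer compound or DMSO alongside 5-fluorouridine. Step three: incubate 16 hr, 37 °C, 5% CO2. Step four: add ONE-Glo, wait 30 min, read luminescence.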
# Tb PFK block = qHTS Assay to Find Inhibitors of T. brucei phosphofructokinase | ATP-dependent 6-phosphofructokinase (Trypanosoma brucei brucei), O15648 | T. brucei PFK, ADP-Glo luminescence | Potency, µM (top dose mostly 57.5 µM), inactives show top-dose activity, negative = inhibition, most hits filed as inhibitors | 330,000 compounds, 0.17% hits;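 further: potency means the concentration at half of the fitted maximal effect; 0% = uninhibited 1x PFK enzyme wells and -100% = no-enzyme wells; nearly all actives have a fitted effect of over 60% in size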
#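 Luminescent ADP detection (ADP-Glo, two-step: ATP depletion then ADP-to-ATP conversion for luciferase) reported PFK activity after 45 min room-temperature reaction of 1.25 nM enzyme with 0.5 mM F6P and 0.1 mM ATP at pH 8.0.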
# USP2a inh = qHTS Assay for Inhibitors of Ubiquitin-specific Protease USP2a Using CHOP2 as the Reporter | Ubiquitin carboxyl-terminal hydrolase 2 (Homo sapiens), O75604 | USP2 core, Ub-CHOP2 coupled fluorogenic reporter, 485/531 | Potency, µM (top dose mostly 38.3 µM), without a hit: at the highest dose activity change, negative = inhibition, hits mostly inhibitors | 330,000 compounds, 0.01% hits;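 further: potency means the concentration at half of the fitted maximal effect; plate controls were DMSO wells for no effect and full inhibition by NEM control for full effect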
# Target sequence (O75604 whole entry, looked up): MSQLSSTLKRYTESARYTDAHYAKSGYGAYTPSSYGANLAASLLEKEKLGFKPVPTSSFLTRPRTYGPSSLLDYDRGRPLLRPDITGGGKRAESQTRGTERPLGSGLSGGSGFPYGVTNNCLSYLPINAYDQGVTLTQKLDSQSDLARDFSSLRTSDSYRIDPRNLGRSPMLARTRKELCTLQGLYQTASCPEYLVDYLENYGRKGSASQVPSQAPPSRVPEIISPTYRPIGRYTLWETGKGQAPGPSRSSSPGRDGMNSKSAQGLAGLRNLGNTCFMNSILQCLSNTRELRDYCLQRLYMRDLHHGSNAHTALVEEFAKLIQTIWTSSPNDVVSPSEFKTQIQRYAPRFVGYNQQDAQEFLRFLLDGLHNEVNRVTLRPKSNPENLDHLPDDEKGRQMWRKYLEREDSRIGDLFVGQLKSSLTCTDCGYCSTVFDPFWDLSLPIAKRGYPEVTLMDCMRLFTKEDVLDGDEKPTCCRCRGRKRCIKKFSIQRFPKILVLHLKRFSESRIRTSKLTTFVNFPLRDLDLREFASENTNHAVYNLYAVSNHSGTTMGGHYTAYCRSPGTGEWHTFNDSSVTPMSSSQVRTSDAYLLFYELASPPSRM
#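 USP2 core (10nM final) preincubated 30min RT with compound in 20mM Tris-HCl pH 8.0, 2mM CaCl2, 2mM beta-mercaptoethanol, 0.05% CHAPS; 25nM Ub-CHOP2 plus 25nM reporter substrate added, fluorescence (Ex485/Em531) read after 60min.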
# TCR act = Activators of T cell receptors: qHTS campaign. primary human leukocytes, anti-CD3, IL-2 HTRF, 48 h. Potency, µM (titrated, usually from 9.22 µM), for the others: at the highest dose activation of IL-2 secretion, actives largely listed as activators. 330,000 tested, under 10 active. AID 504894, 2011; further: % of control where 0% means no effect
#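 Human primary leukocytes + a-CD3 beads + cpd, 48 hr; IL-2 in supernatant by HTRF (ex 320nm / em 665nm). No co-stimulatory signal supplied.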
# Mito fusion yeast = qHTS Assay for Small Molecule Inhibitors of Mitochondrial Division or Activators of Mitochondrial Fusion | S. cerevisiae fusion-defective mutant growth rescue, CellTiterGlo 48 h | Potency, µM (highest dose often 46.1 µM), for inactives: at the highest dose growth rescue (activation), actives largely listed as activators | 320,000 compounds, 0.23% hits | AID 485298, 2010;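 further: potency means the concentration at half of the fitted maximal effect; % of control where 0% means no effect; nearly all actives have a fitted effect of over 45% in size; temperature-sensitive fusion mutants such as fzo1-1 at 37 °C on non-fermentable ethanol glycerol medium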
#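 Temperature-sensitive fusion-defective S. cerevisiae (e.g. fzo1-1, mgm1-5) were grown with compound in YPEG medium (3% ethanol, 3% glycerol) for 48 hours at 37C. Growth rescue was measured as viability by CellTiterGlo luminescence after 10 minutes at ambient.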
# BCR signal inh = qHTS Assay to Find Inhibitors of Chronic Active B-Cell Receptor Signaling; ABC-DLBCL IkBa-CBG/CBR reporter, luminescence ratio, 4 h; Potency, µM (titrated, usually from 46.1 µM), for inactives: at the top dose ratio change, negative = lower green/red ratio, hits mostly inhibitors; 340,000 compounds, 0.05% hits; AID 493014, 2011; active means well fitted inhibition curve with a large enough effect in the signal ratio, with a control signal flat, not every such curve was filed as active; inconclusive means small, poorly fitted or top-dose-only effect, or effect the other way, or a change in a side signal; the % refers to the signal ratio;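 further: potency means the concentration at half of the fitted maximal effect; plate controls were basal doxycycline-induced cells for no effect and cells given 10 µM MG132 for full effect; MG132 reads +100%, hits lower the ratio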
#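 Concentration-response series (up to 46 uM) were applied to TMD8 dual-reporter cells for 4 h at 37C with doxycycline. Green/red ratio, after filter-overlap correction, defined %Activity; red signal alone was normalised to basal cells and zero luminescence.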
# Eya2 inh = qHTS Assay for Inhibitors of the Phosphatase Activity of Eya2; Protein phosphatase EYA2 (Homo sapiens), O00167; recombinant Eya2, OMFP fluorescence dephosphorylation (OMFP is methylfluorescein phosphate); Potency, µM (doses to about 76.9 µM), inactives show at the highest dose activity, negative = inhibition, hits mostly inhibitors; 330,000 compounds, 0.006% hits; AID 488837, 2010; further: potency means the concentration at half of the fitted maximal effect; on the % scale 0 is the no-effect control and ±100 the full control effect
#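 Eya2 protein (added as 0.2 uM solution) was preincubated with compound for 10 min at ambient temperature in 50 mM HEPES pH 7.5, 50 mM NaCl, 5 uM MgCl2, 0.05% BSA, 1 mM DTT. OMFP (added at 50 uM) then reacted 10 min; fluorescence read at 485/525 nm.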
# * hit, by the source's call; ? = inconclusive; · = no result given; [ ] = another dose, or the depositor's remark. Unless noted, the call rests on the fitted dose curve; in most records, active means well fitted curve in the direction sought with a large enough effect; inconclusive means small, poorly fitted or top-dose-only effect, or another doubt; inactive means no such curve, though single readings can be large; an effect the other way counts as inactive or inconclusive.
SMILES,TSHR antagonist,B2AR arrestin,uPA surface inh,TSG101-PTAP inh,ELG1 DNA repair,Tb PFK block,USP2a inh,TCR act,Mito fusion yeast,BCR signal inh,Eya2 inh
O=C(c1ccccc1)[C@H]1CC=CC[C@H]1C(=O)O,3.9,0.2%,5.3%,-5.4%,3.0%,-5.7%,1.3%,1.7%,-1.9%,-5.1%,13.6%
C/C(=N\Nc1cccc(Cl)c1)c1ccncc1,3.4,0.0%,11.5%,1.3%,?,-9.1%,2.2%,-10.0%,-5.0%,-12.0%,-16.5%
O=C(O)c1cccc(NS(=O)(=O)c2cccc3nsnc23)c1,9.3,0.1%,·,-8.8%,2.0%,0.9%,2.7%,-1.7%,-4.3%,-9.4%,-2.3%
Cc1onc(-c2ccccc2Cl)c1C(=O)OCc1nnc(-c2ccccc2)o1,-9.0,-1.7%,-3.5%,-0.3%,?,-3.4%,3.7%,4.4%,18.9%,-15.1%,7.8%
O=C(COc1ccc(/C=N/NC(=O)c2ccccc2O)cc1)Nc1ccc([N+](=O)[O-])cc1,-5.7,-0.1%,22.7%,-4.0%,17.8%,-0.6%,0.6%,1.7%[46.1 µM],0.2%,?,2.2%
COc1ccc(C(=O)Nc2nc3ccccc3[nH]2)cc1S(=O)(=O)N1CCCC1,5.3,-0.3%,-0.5%,-1.8%,-1.5%,1.0%,3.6%,-2.2%,-2.4%,?,5.4%
Cc1c(Cl)ccc2c(C(=O)NCCN3CCCCC3)cc(-c3ccccn3)nc12,24.0,-0.6%,-4.6%,-1.8%,?,-11.0%,-5.9%,-0.3%,2.7%,-0.2%,-14.4%
O=C(COc1ccccc1Cl)N1CCN(c2ccc(F)cc2)CC1,5.8,-0.2%,2.8%,-2.8%,-19.4%,-5.9%,0.8%,-7.4%,1.3%,?,14.4%
COc1ccc(OC)c(-c2cc(C(F)(F)F)c3c(n2)sc2c(O)cc(=O)[nH]c23)c1,6.5,-0.5%,5.9%,-0.2%,-1.3%,-3.9%,0.8%,0.6%[46.1 µM],-3.8%,0.4%,2.7%
CC(C)C[C@H](NC(=O)Nc1ccc(Oc2ccccc2)cc1)C(=O)O,1.5,-0.2%,4.6%,0.5%,-12.4%,-0.1%,3.5%,-0.7%[46.1 µM],-13.9%,-0.5%,7.6%
CCOc1ccc(N2CC(C(=O)N3CCc4ccccc43)CC2=O)cc1 (stereo unspecified),10.5,-0.5%,-2.3%,-0.3%,7.1%,-2.3%,0.0%,-3.4%,5.7%,-0.4%,-6.7%
C[C@H](CO)N1C[C@H](C)[C@@H](CN(C)S(=O)(=O)c2cccs2)Oc2c(NC(=O)Nc3ccc4c(c3)OCO4)cccc2C1=O,11.5,0.1%,-2.3%,0.1%,-26.1%,-3.0%,?,11.8%,·,?,?
COc1ccc(CCN2CC(C(=O)NCCc3ccc(C(F)(F)F)cc3)CCC2=O)cc1 (stereo unspecified),?,-0.9%,-4.1%,-0.5%,-0.1%,-1.0%,0.3%,1.5%,5.2%,-2.5%,-5.2%
COc1ccc(Cl)cc1C(=O)NNC(=O)c1ccncc1,-14.1,0.6%,-10.1%,-6.3%,23.3%,0.3%,1.0%,9.0%,3.9%,?,-5.6%
COc1cccc(NC(=S)N/N=C2\CC(C)(C)Oc3ccc(O)cc32)c1,-0.7,?,-10.9%,-2.3%,?,10.3%,-0.6%,-0.2%[46.1 µM],-2.2%,-13.0%,-6.6%
Cc1cccc(-c2noc(CCC(=O)N3CCN(c4cc(C)ccc4C)CC3)n2)c1,16.1,-0.1%,-2.1%,-6.2%,?,2.6%,2.5%,0.1%[46.1 µM],·,6.2%,-5.3%
Cc1nnc(NC(=O)CSc2ncnc3scc(-c4ccccc4)c23)s1,18.2,-0.6%,·,-3.6%,0.0%,-0.4%,2.4%,2.2%,-1.2%,-12.2%,9.1%
COC(=O)c1sc2nc(SCc3cccc(F)c3)n(N)c(=O)c2c1C,-12.3,-4.6%,-2.6%,-0.8%,-10.9%,5.3%,0.6%,1.6%[46.1 µM],2.9%,-1.1%,-5.2%
CCOC(=O)c1cnc2ccc(OC)cc2c1NCCc1ccc(OC)c(OC)c1,-6.0,-1.0%,-1.2%,0.1%,20.6µM*,-2.5%,3.5%,-1.2%[46.1 µM],5.2%,10.7%,-9.3%
COc1cccc(NC(=O)C(OC(=O)/C=C/c2ccc3c(c2)OCO3)c2ccccc2)c1 (stereo unspecified),7.9,-0.1%,0.6%,-1.6%,13.0%,-1.1%,1.2%,-1.7%,-0.4%,-1.7%,-7.5%
COc1ccc(NC(=O)c2sc3ncn(CC(=O)N4CCN(c5ccccn5)CC4)c(=O)c3c2C)c(OC)c1,7.2,-0.2%,6.7%,-6.4%,?,-2.0%,0.3%,3.0%,1.1%,-2.6%,-2.0%
CN(C)S(=O)(=O)c1cccc(C(=O)OCC(=O)N2CCCC2=O)c1,0.3,-0.3%,9.0%,5.8%,-6.7%,1.8%,0.1%,4.3%,2.1%,0.4%,0.1%
CN(CCC#N)C(=O)Cn1nc(Cc2ccncc2)c2ccccc2c1=O,3.4,0.1%,-15.4%,-2.0%,4.5%,1.2%,-2.4%,11.4%,-4.2%,0.0%,15.2%
S=c1[nH]nc(COc2ccccc2)n1/N=C/c1ccccn1,-14.3,1.2%,1.5%,0.5%,-1.0%,7.4%,6.7%,-3.4%[46.1 µM],-2.0%,-3.8%,-4.9%
O=C(O)c1cc2c(s1)CCCC2,29.6,-0.4%,-5.1%,-0.7%,7.1%,0.5%,1.5%,7.0%,18.9%,8.2%,17.0%
Cc1ccccc1Nc1nnc(SCC(=O)NCc2cccs2)s1,-11.7,-0.5%,-2.1%,-2.5%,0.0%,8.7%,3.5%,-3.9%[46.1 µM],-1.9%,1.5%,-8.3%
CC(C)n1cnc2cc(NC(=O)c3ccco3)ccc21,6.3,-0.8%,-3.6%,-9.9%,?,-12.1%,1.3%,0.4%,-9.0%,?,7.6%
O=C(COc1nnnc2ccccc12)N1CCCc2ccccc21,7.0,0.2%,3.1%,-10.5%,0.0%,-10.7%,0.6%,1.2%,0.7%,2.4%,-4.9%
CN1C(=O)c2cccc3c(Cl)ccc(c23)C1=O,-7.9,0.1%,2.0%,-2.2%,0.8%,-1.0%,-0.8%,-2.6%,-0.6%,-15.6%,2.6%
COc1ccc(C(=O)Sc2ccc(C)cc2)cc1OC,2.1,-0.2%,-16.3%,-1.5%,0.0%,0.6%,1.2%,1.6%,7.3%,?,-16.9%
COC(=O)COc1ccc2c(-c3cccc([N+](=O)[O-])c3)cc(=O)oc2c1,26.6,-0.3%,3.0%,-0.8%,?,-8.3%,3.8%,10.3%,-10.5%,?,2.2%
COc1cccc(CN2CCNC(=O)C2CC(=O)NCCc2cccc(C)n2)c1OC (stereo unspecified),5.2,-0.1%,13.6%,1.0%,7.5%,-1.8%,-0.3%,0.0%,1.2%,-0.1%,-6.7%
COc1ccc(N(CC(=O)NCc2ccccc2OC)S(=O)(=O)c2ccccc2)cc1,33.0,-0.4%,-5.5%,-5.5%,-21.8%,0.3%,1.7%,6.1%,9.6%,5.2%,0.2%
CCN(CC)C(=O)CSc1nc2c(c(-c3cccnc3)c1C#N)CCCC2,-13.3,0.3%,5.3%,1.4%,?,9.0%,3.6%,1.7%,-0.6%,3.5%,-1.2%
CC(C)NC(=O)N(C)C[C@H]1Oc2ccc(NS(=O)(=O)c3ccccc3)cc2C(=O)N([C@H](C)CO)C[C@@H]1C,-7.0,0.3%,11.0%,-3.5%,24.7%,2.4%,0.6%,-2.1%,·,-0.3%,6.2%
